# ER stress rescue: rescue of cells from ER stress-induced death, primary screen, 384-well, CSM14.1, thapsigargin, ATP luminescence (AID 1222). CSM14.1 thapsigargin-induced death rescue, ATP luminescence; higher % means a stronger effect. one-dose cellular ATP content (survival), % at 20 µM; EC50 in µM for titrated hits. 190,000 tested, under 10 active;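 active = EC50 below 50 µM in the dose-response confirmation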;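 note: death triggered by thapsigargin at about 15 µM added after 2 h compound pretreatment; cell ATP read after overnight thapsigargin exposure of roughly 18 to 22 hours; normalized against plate controls of thapsigargin alone and 5% DMSO vehicle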
# Insulin prom up: MIN6 insulin promoter up-regulation; MIN6 insulin promoter-GFP reporter, high-content imaging; active compounds read high; z-score at 5 µM; 190,000 compounds, 0.3% hits; AID 1625;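 active = z-score above 3 at 5 µM with at least 500 cells counted in the well; inconclusive = wells under 500 cells, flagged as cytotoxic or low count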
# P. falciparum M17LAP: P. falciparum M17LAP inhibitors, primary screen, biochemical, fluorogenic H-Leu-NHMec substrate, 1536-well (AID 1619); recombinant M17LAP, H-Leu-NHMec fluorogenic kinetic assay; higher % means a stronger effect; inhibition, % at 30 µM; hits with a dose series show IC50 in µM; 220,000 compounds, 0.38% hits;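 active = compound inhibiting the enzyme by more than half at any dose during confirmatory dose-response retesting; inconclusive = strong single-dose inhibitors picked by rank but not retested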;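 note: plate controls were full reaction with DMSO carrier for no effect and no enzyme background for full effect; strong numbers were not always called active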
# Autophagy HCS: autophagy modulation, high-content screen; MEF GFP-LC3 puncta imaging; test concentration mostly 10 µM; calls only at 10 µM (by protocol); 190,000 compounds, 0.98% hits; AID 463193;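 active = percentage of spot-positive cells more than 3 SD above its plate mean, without a fluorescence outlier flag or 80% toxicity; inconclusive = no clear call, values can overlap the other calls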;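 note: spot-positive cell cutoff set from DMSO-treated cells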
# Dynein transport: blocks dynein driven cargo transport along microtubules; AID 1381; 220,000 compounds, 0.47% hits; 3617.4 mouse cells, GR-EGFP nuclear translocation imaging; test concentration mostly 20 µM; stimulated with dexamethasone, 1 µM; active compounds read low; z-score, hits read low;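 active = plate z-score of nuclear minus cytoplasmic receptor signal below a set negative limit, without overly bright fluorescence or cell loss, cut at about -3.5 in these data, passing the limit was not always enough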;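 note: z-score of nuclear minus cytoplasmic ring GR-EGFP intensity difference per well; some compounds called inactive have numbers as strong as hits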
#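 Also added – dexamethasone, 1.0 µM final · Buffer or medium – tet-free, stripped-serum medium · Schedule – induction 48 h, compound 1 h, agonist 30 min · Detection – formaldehyde fixation, Hoechst nuclear stain, 10x automated fluorescence imaging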
# K1F lysis inhibition: protection from phage-mediated lysis, alamar blue read-out – E. coli UTI89, K1F phage, bacterial capsule biogenesis inhibitors (AID 488966) | E. coli UTI89 K1F phage lysis, alamar blue, 2 h; higher % means a stronger effect | one-dose inhibition, % at 100 µM; IC50 in µM for titrated hits | 340,000 compounds, 0.02% hits;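 active = phage lysis inhibition, versus mean bacterial control, above a set limit; inconclusive = no clear call, values can overlap the other calls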;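 note: capsule biogenesis inhibitors block K1F phage lysis so surviving cells raise fluorescence; higher fluorescence means more inhibition of phage lysis; actives were called in the ten point dose series up to 300 µM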
# MT stabilize HCS: stabilizes microtubules in HeLa cells; HeLa tubulin immunostaining HCS, 24 h; share of cells brighter than vehicle mean+2SD; % tubulin-high responders, % at 10 µM; 200,000 compounds, 0.83% hits; AID 2205;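 active = plate Z-score above 3 for both tubulin-high and condensed-nucleus cell shares, with cell loss under 80%, at 10 µM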;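 note: anti alpha tubulin signal scored within the nucleus-defined area of each cell; some results filed as inactive read as strong as hits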
# M1AAP inhibition: P. falciparum M1AAP inhibitors, biochemical, fluorogenic H-Leu-NHMec substrate, 1536-well (AID 1445). recombinant M1AAP, H-Leu-NHMec fluorogenic kinetic assay; higher % means a stronger effect. inhibition, % at 30 µM, or IC50 in µM where a hit was titrated. 220,000 compounds, 0.42% hits;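 active = primary inhibition above the hit cutoff, then over 50% inhibition at one or more dose response concentrations, cut at about 23% in these data, passing the limit was not always enough; inconclusive = conflicting primary data, or primary hits not chosen for dose response; inactive = low primary inhibition, or under 50% at every dose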;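 note: plate controls were DMSO full reaction for no effect and no enzyme background for full effect; strong numbers were not always called active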
# b-catenin transl: beta-catenin nuclear translocation modulation | 190,000 compounds, 0.3% hits | nuclear translocation activity, % at 5 µM | HeLa beta-catenin nuclear translocation, immunofluorescence imaging;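 active = nuclear translocation activity above 50% at 5 µM, with a well cell count of 50 or more; inconclusive = wells under 50 cells across six images, flagged as toxic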;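 note: per-cell ratio of nuclear to cytoplasmic median beta-catenin stain intensity; plate controls were DMSO negative control for no effect and GSK-3 inhibitor IX positive control for full effect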
#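 Technique: fluorescence imaging of beta-catenin antibody stain plus DAPI / Material: human HeLa cell line / Incubation: compound treatment 24 h, 37°C, 5% CO2 / Read-out basis: % activation of per-cell nuclear versus cytoplasmic median beta-catenin signal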
# Dynein transport cytoplasmic EGFP: also measured in Dynein transport; calls as there; z-score; measured here: cytoplasmic GR-EGFP intensity; active compounds read high
# Dynein transport nuclear GR-EGFP: second read-out of Dynein transport, no call of its own (marks repeat the call); z-score; measured here: nuclear GR-EGFP intensity;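 lower value marks the stronger effect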
# Dynein transport cell count: also measured in Dynein transport; calls as there; z-score; measured here: cell count per field
# Insulin prom up cell count: recorded beside Insulin prom up, whose call it bears; cell count; measured here: cytotoxicity, nuclei count;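 total cells summed across four imaged fields per well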
# b-catenin transl cell count 5 µM: also measured in b-catenin transl; calls as there; cell count; measured here: cell count, cytotoxicity flag
# MT stabilize HCS Hoechst-high %: recorded beside MT stabilize HCS, whose call it bears; % Hoechst-high responders; measured here: nuclear condensation Hoechst responders;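 share of cells brighter than vehicle mean plus two SD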
# MT stabilize HCS cytotoxicity %: second read-out of MT stabilize HCS, no call of its own (marks repeat the call); toxicity, %; measured here: cytotoxicity by cell density;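 0% = mean cell density of plate MIN control wells and 100% = no cells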
# Autophagy HCS cell loss 18 h: further read-out of Autophagy HCS, marked with its call; toxicity, %; measured here: cell loss, nuclei count;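 cell loss after 18 h compound exposure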
# * = called active by the depositor; i = inactive; ? = inconclusive; . = not tested or not shown; [ ] = another dose, or the depositor's remark.
SMILES	ER stress rescue	Insulin prom up	Insulin prom up cell count	P. falciparum M17LAP	Autophagy HCS	Autophagy HCS cell loss 18 h	Dynein transport	Dynein transport cytoplasmic EGFP	Dynein transport nuclear GR-EGFP	Dynein transport cell count	K1F lysis inhibition	MT stabilize HCS	MT stabilize HCS Hoechst-high %	MT stabilize HCS cytotoxicity %	M1AAP inhibition	b-catenin transl	b-catenin transl cell count 5 µM
CCOC(=O)C(CC)n1nc(C)n2c(cc3occc32)c1=O (stereo unspecified)	0.9%	0.69	754	0%	i	9	-0.019	-0.2	0.057	0.42	0.8%	1.1	0.9	8.2	13%	-0.9	1085
Cc1ccc(/C=C2/NC(=O)N(Cc3ccc(Br)cc3)C2=O)o1	1.9%	0.19	1258	15%	i	12	-0.3	1.3	-0.2	0.5	1.7%	4.6	1.9	2.6	8%	4.6	458
CN1C(=S)N2CCCN2C1c1ccccc1 (stereo unspecified)	.	-0.32	1092	14%	.	.	0.13	-0.79	-0.06	-0.16	0.2%	.	.	.	3%	-0.4	1334
NC(=O)[C@@H]1CCCNc2c(F)cc([N+](=O)[O-])cc2C(=O)N[C@@H](CO)C(=O)N[C@@H](Cc2ccc(O)cc2)C(=O)N1	-4.8%	-0.3	1168	13%	i	-10	-0.43	-0.23	0.29	0.37	-2.2%	2.5	3.3	4.6	9%	.	.
O=c1oc2ccccc2cc1-c1nc(-c2ccccc2)no1	-2.8%	0.71	1492	5%	i	-36	0.48	-0.2	0.52	-0.12	-0.6%	3.0	2.3	2.9	-1%	-4.1	984
Nc1c(C(=O)OCC2CCCO2)c2nc3ccccc3nc2n1-c1ccc2c(c1)OCCO2 (stereo unspecified)	-2.0%	-0.32	822	1%	i	3	-1.2	-0.31	-0.25	0.32	.	3.0	1.9	9.6	8%	5.0	942
Cc1cc(=O)[nH]c(-c2cccnc2)n1	.	-0.21	1117	1%	i	-2	-0.51	-0.31	-0.35	0.8	-0.1%	2.7	2.9	10	5%	-0.9	1066
Cc1cc(C)cc(NC(=S)NC2CC3CCCC(C2)N3C2CCCC2)c1 (stereo unspecified)	-4.0%	-0.26	1567	9%	i	15	-0.67	0.51	0.2	0.52	-0.3%	2.7	2.0	10	-4%	-0.9	1050
CCOC(=O)c1c(C)c(C(=O)NCc2ccccn2)c(C)n1C	-0.8%	0.11	1519	-6%	i	12	0.99	-0.18	0.92	-0.14	1.5%	4.9	3.2	7.4	0%	0.3	1433
CCOC(=O)c1[nH]c(C)c(/C(O)=C2\C(=O)C(=O)N(CCCN(CC)CC)C2c2cccnc2)c1C (stereo unspecified)	.	.	.	.	i	1	-0.021	-0.2	-0.093	0.27	3.3%	2.7	2.3	5.0	.	.	.
CC(=O)C1=C(NC(=O)c2ccc(C(F)(F)F)cc2)C[C@@H]2[C@H]1C2(C)C	.	-0.27	1066	-1%	.	.	-0.31	-0.79	-0.34	-0.066	1.3%[50 µM]	.	.	.	3%	-0.9	1367
CSc1sc2ccccc2[n+]1CCCS(=O)(=O)[O-]	-0.3%	0.3	1559	-41%	i	57	1.8	-0.15	1.3	-0.95	0.3%	1.3	2.9	16	4%	-1.8	1043
COc1ccc(NC(=O)COC(=O)Cc2c[nH]c3ccccc23)cc1OC	1.0%	-0.48	1209	1%	i	4	-0.48	1.3	-0.46	0.55	6.2%	2.8	2.5	0.5	6%	-3.0	1140
O=C(CN1CCOCC1)Nc1c2c(nc3ccccc13)N(Cc1ccccc1)CC2	-0.8%	0.82	2097	9%	i	8	-0.99	-0.21	-0.44	0.49	-0.7%	5.4	1.4	9.7	11%	-1.6	1009
Cc1ccc(C)c(Cn2c(C)nc3c(sc(=S)n3-c3ccccc3)c2=O)c1	0.2%	.	.	-4%	i	14	-0.68	-0.18	-0.23	0.52	0.0%	3.2	1.8	0.3	3%	-1.7	1082
Cc1ccc2oc(-c3cc(NC(=O)c4ncn[nH]4)ccc3O)nc2c1	-1.1%	.	.	-7%	i	6	0.92	0.18	0.66	-0.33	-1.2%	2.1	3.0	6.1	8%	-1.5	1142
CCc1cccc(CC)c1NC(=O)COC(=O)C1(C)CC1(Cl)Cl (stereo unspecified)	-0.3%	-1.5	1224	5%	i	-5	-1.1	-0.21	-0.25	0.54	-0.6%	4.9	3.5	11	0%	-1.2	1127
Cc1ccc(NC(=O)C(C)N2C(=O)C3C4CC(C(Br)C4Br)C3C2=O)cc1 (stereo unspecified)	-2.2%	-0.17	1642	5%	i	10	-0.052	-0.2	0.51	1	-0.2%	2.8	2.1	8.7	3%	1.4	1413
O=C(Nc1ccccc1)OCc1cnc(Cl)s1	2.5%	0.18	1481	0%	i	28	-0.23	-0.23	0.042	0.17	-0.5%	3.9	1.6	2.5	0%	-2.4	1078
CCc1c(-c2ccccc2)nc2nc(C)c(C)nn12	0.1%	0.1	1034	-12%	i	-1	-1	-0.27	-0.51	0.76	2.1%	3.2	3.4	7.3	5%	.	.

# The list goes on; it opens with the 2 that closed the last part.
SMILES	ER stress rescue	Insulin prom up	Insulin prom up cell count	P. falciparum M17LAP	Autophagy HCS	Autophagy HCS cell loss 18 h	Dynein transport	Dynein transport cytoplasmic EGFP	Dynein transport nuclear GR-EGFP	Dynein transport cell count	K1F lysis inhibition	MT stabilize HCS	MT stabilize HCS Hoechst-high %	MT stabilize HCS cytotoxicity %	M1AAP inhibition	b-catenin transl	b-catenin transl cell count 5 µM
O=C(Nc1ccccc1)OCc1cnc(Cl)s1	2.5%	0.18	1481	0%	i	28	-0.23	-0.23	0.042	0.17	-0.5%	3.9	1.6	2.5	0%	-2.4	1078
CCc1c(-c2ccccc2)nc2nc(C)c(C)nn12	0.1%	0.1	1034	-12%	i	-1	-1	-0.27	-0.51	0.76	2.1%	3.2	3.4	7.3	5%	.	.
O=C(COC(=O)Cc1cccc(C(F)(F)F)c1)Nc1ccccc1	-1.1%	-0.32	1507	2%	i	-7	-1.1	-0.2	-0.69	0.38	3.7%	2.9	1.9	9.9	-1%	0.8	1067
CCN(CC)S(=O)(=O)c1cccc(C(=O)Nc2cc(C)cc(C)c2)c1	0.3%	0.02	1639	-1%	i	3	0.97	-0.11	1.6	-0.5	i	3.1	2.7	9.4	7%	-1.2	1394
COc1ccc(CNC(=O)CN(Cc2cccs2)C(=O)CCC(=O)Nc2ccccn2)cc1	2.3%	0.24	1426	0%	i	-10	0.21	-0.24	-0.22	0.61	3.4%	3.3	2.6	6.1	7%	1.3	1512
Cc1ccc(-n2nnc(-c3cc4ccccc4nc3Cl)n2)cc1	-1.2%	0.83	1312	-3%	i	12	2.4	-0.15	1.9	-1.9	1.9%	6.2	2.0	8.0	-2%	-0.4	1163
O=C(Nc1nc(-c2ccccc2)cs1)NC1CCCCC1	-1.4%	-0.58	1963	5%	i	-28	0.01	-0.064	-0.26	0.1	1.4%	2.2	2.0	10	2%	-0.4	1069
Cc1cccc(-n2c3nc(=O)[nH]c(=O)c-3cc3c(C)nn(-c4ccccc4)c32)c1C	0.9%	-0.05	1470	-82%	i	-4	-0.028	-0.24	0.14	0.53	0.2%	2.1	2.8	8.1	?	-0.8	1124
CC1CC(C)CN(c2oc(-c3ccco3)nc2C#N)C1 (stereo unspecified)	-0.9%	-1.4	988	-12%	i	-3	-0.37	-0.2	0.18	0.99	0.1%	1.3	0.4	44	4%	1.4	986
CCOC(=O)N1CCN(C(=S)NC(=O)c2nn(C)cc2Br)CC1	0.4%	0.24	1470	2%	i	-4	0.038	-0.28	-0.3	0.97	0.0%	2.5	2.2	8.3	3%	0.1	1513
O=C(O)CSc1cccc2cccc(C(=O)O)c12	-1.5%	-0.54	1629	-7%	i	12	0.22	-0.21	0.33	0.36	0.7%	5.1	0.9	7.9	7%	0.8	952
C/C(=N\OCC(=O)Nc1cc(C)cc(C)c1)c1ccc2c(c1)OCCO2	-1.6%	-1.3	1615	-2%	i	1	-0.26	-0.27	0.098	0.68	9.0%	4.3	3.4	5.2	-3%	0.4	1169
CN1C(=O)/C(=C/c2ccccc2OCc2ccc(C(=O)O)cc2)NC1=S	-1.2%	-0.19	1390	16%	i	0	1.8	-0.37	0.65	0.08	-0.6%	6.3	1.2	3.2	23%	-1.1	1440
O=C(COC(=O)COc1ccc(Cl)cc1)NCc1cccs1	4.4%	0.56	1481	5%	i	-9	-0.49	-0.24	-0.49	0.6	1.5%[50 µM]	3.4	2.9	6.0	-7%	0.2	1045
CN(C)CCCOc1ccc2c(c1)Sc1ccccc1CC2=O	-5.6%	0.08	1204	-12%	i	-20	1.6	-0.14	1.1	-1.6	2.7%[50 µM]	2.2	3.4	8.8	3%	-1.4	939
Cc1ccc(N2C(=O)N(c3ccc(C)cc3)C3CS(=O)(=O)CC32)cc1 (stereo unspecified)	3.4%	0.05	1503	-8%	i	16	-0.28	-0.24	0.18	0.32	0.5%	2.6	1.8	9.6	-5%	0.4	1488
CN(C)S(=O)(=O)N1CCN(c2cccc(Cl)c2)CC1	-0.6%	0.75	1200	0%	i	6	-0.71	-0.18	-0.99	-0.02	-0.1%	2.6	1.5	11	1%	.	.
